Vc quorum ag: inducers of Vibrio cholerae quorum light production without autoinducers, primary screen, BH1578 luxS cqsA deficient, single point; V. cholerae BH1578 lux reporter, luminescence, 6 h; activation, % at 18.7 µM; 0.16% of 350,000 active; in the data active = activation mostly above about 9.7%, no sharp cut-off; inconclusive = no clear call, values can overlap the other calls; inactive = mostly below about 3.7%; note: not every result past the cut was called active; inactives centre near 0; reference of the scale not given here
PrPC TRFRET: inhibitors of human cell surface prion protein PrPC, primary screen, cell-based, TR-FRET | 0.43% of 370,000 active | inhibition, % at 13.8 µM | Major prion protein (Homo sapiens), P04156 | TR-FRET read-out; in the data active = inhibition above about 24%; note: 0% = median of the test wells and 100% = reference compound wells
PfHsp40 rescue: rescue of yeast from PfHsp40 toxicity, primary screen, S. cerevisiae, ATP luminescence; S. cerevisiae expressing PfHsp40, growth rescue; 0.68% of 340,000 active; AID 504582, 2011; growth rescue, % at 12.5 µM; in the data active = growth rescue above about 28%, passing the limit was not always enough; inconclusive = no clear call, values can overlap the other calls;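 note: yeast W303a lacking pdr1 and pdr3 grown in galactose medium; growth measured after three days at 30 °C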
Anthrax LF prot: Bacillus anthracis LF protease inhibitors, primary screen, biochemical, multiplex microsphere, MLPCN library. Lethal factor (Bacillus anthracis), P15917. multiplex microsphere protease cleavage assay. inhibition, % at 10 µM. 0.12% of 360,000 active; note: plate controls were buffer without enzyme for full effect and enzyme alone for no effect
Target sequence (P15917 whole entry, looked up): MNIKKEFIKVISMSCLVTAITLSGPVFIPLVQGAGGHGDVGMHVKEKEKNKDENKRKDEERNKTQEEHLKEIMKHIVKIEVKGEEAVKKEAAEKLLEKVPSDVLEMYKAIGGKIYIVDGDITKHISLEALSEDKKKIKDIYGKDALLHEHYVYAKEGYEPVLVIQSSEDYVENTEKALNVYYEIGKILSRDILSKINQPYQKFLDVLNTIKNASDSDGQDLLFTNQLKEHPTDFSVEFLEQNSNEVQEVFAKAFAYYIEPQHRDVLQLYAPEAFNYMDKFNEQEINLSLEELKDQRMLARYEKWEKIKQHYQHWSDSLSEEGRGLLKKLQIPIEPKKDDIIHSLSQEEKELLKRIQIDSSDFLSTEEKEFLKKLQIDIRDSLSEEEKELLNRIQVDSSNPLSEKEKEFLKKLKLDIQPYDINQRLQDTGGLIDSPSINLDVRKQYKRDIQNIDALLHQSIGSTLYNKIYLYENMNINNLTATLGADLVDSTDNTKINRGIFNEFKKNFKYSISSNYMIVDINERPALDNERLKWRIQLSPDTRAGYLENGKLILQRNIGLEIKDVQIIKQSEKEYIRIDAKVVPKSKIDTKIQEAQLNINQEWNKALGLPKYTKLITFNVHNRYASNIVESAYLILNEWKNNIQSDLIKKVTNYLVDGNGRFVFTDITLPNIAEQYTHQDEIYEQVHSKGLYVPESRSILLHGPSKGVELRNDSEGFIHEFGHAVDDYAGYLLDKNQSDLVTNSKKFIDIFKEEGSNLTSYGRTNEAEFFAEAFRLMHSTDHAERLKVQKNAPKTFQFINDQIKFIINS
SSB-PriA inh: inhibitors of Klebsiella pneumoniae PriA binding to SSB C-terminal tail, primary screen, biochemical, AlphaScreen | AID 1272365, 2023 | inhibition, % at 33 µM | AlphaScreen SSBct-PriA binding, biotinylated peptide | PriA–SSB C-terminal tail interaction (Klebsiella pneumoniae) | 0.6% of 430,000 active; in the data active = inhibition mostly above about 37%, no sharp cut-off; inactive = mostly below about 20%;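 note: plate controls were negative control peptide for no effect and reference peptide for full effect; strong numbers were not always called active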
TcdB GH inh: TcdB glycohydrolase inhibitors, primary screen, biochemical, single point, plate reader; TcdB glycohydrolase enzymatic assay; inhibition, % at 9.99 µM; 0.24% of 350,000 active; AID 652162, 2013; in the data active = inhibition above about 10%
Y pestis TopoI: Yersinia pestis topoisomerase I inhibitors, primary screen, biochemical, cleavage product accumulation, plate reader, single point | DNA topoisomerase I (Yersinia pestis CO92) | Y. pestis Topo-I cleavage product accumulation | activity, % at 10 µM | 0.064% of 360,000 active | AID 504884, 2011; in the data active = activity above about 50%, passing the limit was not always enough; inconclusive = no clear call, values can overlap the other calls; note: inactives centre near 2
BoNT-A LC inh2: BoNT/A light chain protease inhibitors, primary screen, biochemical, flow cytometry, MLPCN library; Botulinum neurotoxin type A light chain protease (Clostridium botulinum A str. ATCC 3502); multiplex microsphere protease substrate cleavage; inhibition, % at 10 µM; 0.17% of 360,000 active; AID 588499, 2011; note: plate controls were buffer without enzyme for full effect and enzyme alone for no effect
SARS 3CLpro inh: SARS-CoV 3CLpro protease inhibitors, primary screen, biochemical, quenched FRET. AID 1706, 2009. 0.14% of 290,000 active. inhibition, % at 6 µM. recombinant SARS-CoV 3CLpro, quenched FRET peptide cleavage. Replicase polyprotein 1ab (Severe acute respiratory syndrome coronavirus), P0C6X7; in the data active = inhibition above about 12%
Numbers without * were called inactive; i = inactive; u = inconclusive; x = no result given; & = joins results of further samples. Cut-off read from the data, not from the text of the source, unless noted: active = inhibition above about 30%; inconclusive = no clear call, values can overlap the other calls; inactive = below that. Not all compounds are listed (hit frequency here may not be typical).

SMILES	Vc quorum ag	PrPC TRFRET	PfHsp40 rescue	Anthrax LF prot	SSB-PriA inh	TcdB GH inh	Y pestis TopoI	BoNT-A LC inh2	SARS 3CLpro inh
CCCCN1C(=O)C(CC(=O)NCc2cccs2)CC(C(=O)N(CC)CC)=C1C (stereo not drawn)	-0.4	-1	x	-4	x	-0.8	-5	0.1	x
CCc1nc(SCc2cccnc2)c(C#N)cc1C	-0.5	4	1.9	-3	0	x	19	-0.4	2
O=C(O)CN=C1NC2(CCCCC2)Cc2ccccc21	i	-3	-1.8	-1	2	x	4	u	-2
CCc1nc(SCC(=O)c2c[nH]c3ccccc23)n[nH]1	-0.2	8	0.7	8	-10	0.8	1	3.0	-4
CCN1CCN(c2nc(C)nc3c2sc(=S)n3C)CC1	-0.4	-5	-0.4	-7	-2	0.7	10	-0.1	0
Oc1cccnc1CCc1ccccc1	i	-4	-1.0	-9	1	1.3	3	-0.1	1
O=C(Nc1ccc2c(c1)OCO2)c1cn(Cc2ccc(F)cc2)nn1	i	18	0.1	-3	-19	x	2	0.2	-2
COC(=O)c1ccsc1NC(=O)CN1CCN(c2ccc(F)cc2)CC1	i	8	3.5	-5	-15	x	26	-0.2	4
O=C(C[n+]1ccn(CCCNP2(=O)C=C(c3ccccc3)OC(c3ccccc3)=C2)c1)c1cccs1	0.6	-10	2.2	2	-13	1.6	9	0.3	4
COC(=O)CC(=O)CSc1nc(C)cc(C)c1C#N	-0.3	-6	-1.4	-7	-18	x	-7	-0.7	0
COc1ccc(OCC(O)CNC(=O)c2ccc(Br)cc2)cc1 (stereo not drawn)	i	1	1.6	-6	-5	x	-1	2.8	-3
COc1ccc(C2=Nc3ccccc3NC(=O)C2N(CCCn2ccnc2)C(=O)c2cccc(S(C)(=O)=O)c2)cc1 (stereo not drawn)	x	-3	x	-6	x	0.7	x	-0.6	x
CSCCC(NC(=O)c1ccccc1)C(=O)OCC(=O)NCc1ccco1 (stereo not drawn)	i	10	-0.4	5	-2	0.4	9	1.1	x
CCOC(=O)c1ccc(NC(=O)c2nc[nH]c2C(=O)N(C)CCO)cc1	i	0	x	-2	x	0.8	4	-0.3	x
Cc1ccc(S(C)(=O)=O)cc1C(=O)OCC(=O)N1CCCC1=O	i	-1	-1.3	-3	-3	-0.5	6	-1.3	x
O=c1c2ccccc2nnn1CSc1nnc(-c2cccs2)n1Cc1ccccc1	i	4	0.5	-2	8	x	12	-0.3	1
CCn1c(=O)c(C(=O)Nc2ccc(C)cc2)c(O)c2ccccc21	i	10	1.2	-5	5&11	1.0	-8	-3.5	-2
Cc1ccccc1-n1c(SCC(=O)NC2CC2)nc2ccccc2c1=O	-0.5	4	x	-6	x	0.8	5	-0.5	x
C[C@]12CC[C@H](O)C[C@@H]1CC[C@@H]1[C@@H]2CC[C@@]2(C)[C@H]1CCC(=O)[C@]21CCCO1	1.0	2	-1.8	-2	0	1.3	0	-0.5	x
COc1ccc(C(C[N+](=O)[O-])c2c(C)[nH]n(-c3ccccc3)c2=O)cc1 (stereo not drawn)	i	-2	4.5	-16	3	-1.1	0	-3.1	-2
Cc1ccc(C(=O)Nc2cccc(S(=O)(=O)N3CCCCC3)c2)cc1[N+](=O)[O-]	-1.4	7	0.2	-5	0	0.1	3	0.5	x
CN(C)CC(C)(C)CNS(=O)(=O)c1ccc(Cl)c(Cl)c1	-1.4	-7&3	0.3&-1.2	0&-5	-6	0.8	-1&3	0.1&-0.2	-2&-3
Cc1cc(NC(=O)NC(=O)c2ccccc2)no1	-0.9	1	0.2	7	3	1.0	6	0.4	-1
CC1(C)Cc2ccccc2C(c2cc3ccccc3oc2=O)=N1	-0.6	-9	-0.2	-2	-8	x	3	0.0	1
O=C(CCNC(=O)c1ccc(Br)cc1)Nc1ccccc1N1CCCC1	i	3	0.6	-12	5	2.1	-3	3.2	x
COc1cccc(NC(=O)NC2CCCc3ccccc32)c1 (stereo not drawn)	-0.5	2	3.2	-1	1	0.0	9	-0.8	3
Cc1ccc2nc(Nc3ccccc3)c(/C=N/O)c(=O)n2c1	0.0	-19	1.7	4	x	x	25	0.6	2
CC1(C(=O)Nc2nnc(C(C)(C)C)s2)Cc2ccccc2C(=O)O1 (stereo not drawn)	i	4	-1.6	-1	-14	x	-6	-1.2	2
O=C(Cn1nnc2c(cnn2-c2ccc(F)cc2)c1=O)OC1CCCCC1	-0.6	7	1.5	-6	-14	x	-7	-1.2	-3
CCOC(=O)c1sc2nc3c(SCCC(=O)O)cc(C(=O)c4cc(OC)ccc4O)cn3c(=O)c2c1C	-0.1	3	0.8	-1	-10	0.6	10	0.4	0

In the list so far, 2 contain a cyano group:
SMILES	Vc quorum ag	PrPC TRFRET	PfHsp40 rescue	Anthrax LF prot	SSB-PriA inh	TcdB GH inh	Y pestis TopoI	BoNT-A LC inh2	SARS 3CLpro inh
CCc1nc(SCc2cccnc2)c(C#N)cc1C	-0.5	4	1.9	-3	0	x	19	-0.4	2
COC(=O)CC(=O)CSc1nc(C)cc(C)c1C#N	-0.3	-6	-1.4	-7	-18	x	-7	-0.7	0

(continued)
SMILES	Vc quorum ag	PrPC TRFRET	PfHsp40 rescue	Anthrax LF prot	SSB-PriA inh	TcdB GH inh	Y pestis TopoI	BoNT-A LC inh2	SARS 3CLpro inh
CCN(CC)CCCNC(=O)CN1N=C(c2ccc(OC)cc2)CCC1=O	-10	2	-0.5	-7	-3	-1.9	-4	1.2	-4
Cc1cccc(C(=O)N2CCC(n3nnc4cc(F)ccc43)CC2)c1	8.8	-2	-0.1	-2	-11	x	-10	-0.5	-2
CC(C)(C)C(=O)NNC(=O)c1ccc(Oc2cc(Cl)cc(Cl)c2)o1	-0.7	10	-0.4	-8	3	1.2	6	u	10
C#CCN(C[C@@H]1[C@@H](OC(=O)NC2CCCC2)[C@@H](OC(=O)NC2CCCC2)CN(C(=O)OC(C)C)N1C(=O)OC(C)C)S(=O)(=O)c1ccc(C)cc1	i	19	x	1	x	-2.1	-7	0.0	x
COc1ccc(/C=C/C(=O)NC(=S)Nc2ccc(N3CCN(C(C)=O)CC3)cc2)cc1	-0.6	5	1.5	-9	-6	x	1	1.7	0
O=C(NC1CCCCCC1)c1ccc(-n2cnnc2)cc1	-0.4	1	-0.7	0	0	1.0	-5	-1.1	3
Cc1ccc(S(=O)(=O)N2CCN(CCOc3cccc(C)c3)CC2)cc1	i	-6	0.0	-3	-13	0.5	28	1.3	x
CC1CCCC(NC(=O)COC(=O)c2c[nH]c(=O)[nH]c2=O)C1C (stereo not drawn)	-1.0	5	-0.7	3	-10	x	-8	0.1	4
CCCS(=O)(=O)c1nc(S(=O)(=O)c2ccc(C)cc2)c(N2CCC(C(N)=O)CC2)s1	i	0	0.6	6	1	0.4	9	2.0	2
COc1ccc(NC(=O)Nc2c(C)n(-c3ccccc3)c(=O)n2C)cc1OC	i	-1	-1.2	5	4	x	1	0.4	1
COc1ccc(C)cc1NC(=O)C1CCN(S(C)(=O)=O)CC1	i	-10	-0.7	-6	-12	0.8	3	-0.5	-7
CCCC1=C(C(=O)OCC)C(c2ccc(OC)c(C)c2OC)C(C#N)=C(N)O1 (stereo not drawn)	i	6	-0.2	0	-13	x	18	0.5	2
Cn1nc(C(=O)Nc2cccc(C(F)(F)F)c2)c2ccccc2c1=O	-0.4	0	2.6	x	-8	x	1	x	3
O=C(CN1CCCCC1)NC(=O)NCc1ccccc1	-0.4	-6	-0.5	-2	0	x	3	0.8	-5
COc1ccc(OC)c(CN2CCN(C(=O)COc3cccc(C)c3)CC2)c1	i	-11	23	-1	-11	x	19	-0.6	0
COC(=O)[C@]1(C)CCC[C@@]2(C)C3CC[C@@]4(C)C[C@]3(CCC21)CC4=NO (stereo partly drawn)	0.1	8	3.8	1	2	0.8	28	-0.5	x
CCOc1ccc(OCC)c(C2C(C#N)=C(N)N(c3cccnc3)C3=C2C(=O)CC(C)(C)C3)c1 (stereo not drawn)	-0.2	-6	-1.5	-4	0	x	2	-0.1	-1
COCCNC(=O)CCSCc1ccccc1F	-1.7	5	-0.8	0	-1	x	6	0.9	0
CCOc1ccc(C(=O)NCC(=O)OC2CCOC2=O)cc1OCC (stereo not drawn)	i	5	0.0	2	-13	x	-3	0.0	-1
CCOc1cccc2cc(C(=O)NCc3ccc(C)cc3)c(=N)oc12	-0.7	4	-0.5	-1	-4	0.6	9	1.9	-3
CCC(C)Sc1cccc(-c2nc3cnccn3c2NC2CCCCC2)c1 (stereo not drawn)	14	5	40*	-3	-24	-0.4	19	0.4	x
CSCCC1NC(=O)N(CC(=O)Nc2cccc(S(=O)(=O)N3CCCCCC3)c2)C1=O (stereo not drawn)	i	7	0.6	-3	4	0.5	24	-0.4	x
CCOc1cc(/C=N\Nc2ccc([N+](=O)[O-])cc2)ccc1OCC(=O)Nc1ccc(C)c(C)c1	3.4	6	-1.0	1	x	x	-8	-0.3	-6
CCCNc1nc2ccccc2c(=O)[nH]1	-0.2	8	-0.6	-2	-9	1.3	7	-0.9	3
C/C(=N\n1c(C)nc2ccccc2c1=O)c1ccc(N)cc1	0.5	-1	x	3	x	0.7	0	-2.8	x
COc1ccc(CCNS(=O)(=O)c2ccc(C(=O)NCc3ccco3)cc2)cc1OC	-6.2	4	0.2	-1	9	x	5	-0.6	-4
CCC1Nc2ncnc(N3CCN(c4ccccc4)CC3)c2N(Cc2ccc(Cl)cc2)C1=O (stereo not drawn)	i	0	-1.4	0	15	1.4	8	0.3	x
CC1(C)Oc2cc3oc(-c4cc(O)cc(O)c4)cc3cc2CC1O (stereo not drawn)	-0.4	-10	0.4	-3	-4	-0.1	-14	-0.1	x
CCOC(=O)/C(=C/c1c2ccccc2cc2ccccc12)NC(=O)c1ccccc1	x	0	7.1	-4	-16	0.2	25	0.2	1
Cc1cccc(N2CCN(C(=O)COc3cccc4c3OC(C)(C)C4)CC2)c1C	0.8	-1	-0.4	0	2	0.4	28	1.4	4
COc1ccc(NC2CCCN(C(=O)CCCn3cncn3)C2)cc1 (stereo not drawn)	-0.3	-1	1.1	-2	x	2.7	4	-0.6	-1
Cc1cccc(C(=O)NC(=S)N2CCN(C(=S)NC(=O)c3cccc(C)c3)CC2)c1	i	-1	0.4	-2	-2	0.4	33	-0.5	-6
Fc1ccc(C2=Nn3c(nnc3-c3ccco3)SC2)cc1	-0.4	2	-2.1	2	-2	-0.1	4	2.3	0
CCCCC(c1nc2ccccc2[nH]1)n1c(-c2ccccc2)nc2ccccc21 (stereo not drawn)	x	7	x	-8	x	0.8	x	-0.2	x
CN(CCCOc1ccccc1Br)Cc1ccccc1	i	-9	0.2	-9	-3	0.6	3	0.0	4
Cc1cc(-c2ccc(Cl)cc2)n2nc(N)nc2n1	i	-1	-0.4	0	-24	x	1	0.4	-2
CC(OC(=O)c1cc2sccc2n1C)C(=O)NCc1cccs1 (stereo not drawn)	i	1	-1.4	-5	-17	x	3	-0.2	-7
O=C(NNC(=S)Nc1cccc(C(F)(F)F)c1)c1ccncc1	-0.5	-5	x	1	x	-1.8	5	-0.3	x
